High-throughput results: PubChem BioAssay, Sanford-Burnham Center for Chemical Genomics
mIAP act = activators of mouse IAP, primary screen, biochemical, luminescence, uHTS | muIAP, CDP-Star luminescence, 30 min; stronger effect = higher value; 1 = vehicle-only enzyme signal, 0 = enzyme-free wells | activation factor at 10 µM | 0.24% of 330,000 active | AID 2805, 2010;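 active = activation factor of at least 2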; also: the source names both 10 and 20 µM as test concentration; values of inactives mirror those of a sister screen read the other way
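System: Mouse IAP enzyme | Also added: CDP-Star substrate | Dosing: Compounds dispensed in DMSO | Schedule: 30 min enzyme-substrate-compound incubation at room temperature | Technique: Chemiluminescence readout | Control set: DMSO-only wells and no-enzyme negative control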
NALP3 yeast inh = NALP3 inflammasome inhibitors in reconstituted yeast, primary screen, luminescence, uHTS; 0.39% of 330,000 active; Yeast reconstituted NLRP3/ASC/caspase-1, beta-gal luminescence, 24 h; inhibition, % at 10 µM;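 active = inhibition of 50% or more; inactive = inhibition below 50%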;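 also: plate controls were induced DMSO wells for no effect and uninduced yeast grown without galactose for full effect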
mIAP block = inhibitors of mouse IAP, primary screen, biochemical, luminescence, uHTS; intestinal alkaline phosphatase [Mus musculus]; purified mouse IAP, CDP-Star luminescence, 30 min; inhibition, % at 10 µM; 0.2% of 330,000 active; AID 2806, 2010;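 active = inhibition of at least 40% at 10 µM in the primary screen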;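 also: plate controls were DMSO with enzyme for no effect and no enzyme wells for full effect; values of inactives mirror those of a sister screen read the other way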
A3G deaminase = APOBEC3G DNA deaminase inhibitors, primary screen, biochemical, fluorescence, single-stranded DNA substrate, uHTS | 0.28% of 330,000 active | AID 493012, 2011 | inhibition, % at 20 µM | DNA dC->dU-editing enzyme APOBEC-3G (Homo sapiens), Q9HC16 | recombinant A3G, ssDNA deamination FAM/TAMRA fluorescence;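 active = inhibition of at least 40% at 20 µM, with no more than 30% in the related APOBEC3A deaminase screen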;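 also: plate controls were DMSO wells with A3G for no effect and wells lacking A3G enzyme for full effect; some compounds called inactive have numbers as strong as hits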
Target sequence (Q9HC16 whole entry, looked up): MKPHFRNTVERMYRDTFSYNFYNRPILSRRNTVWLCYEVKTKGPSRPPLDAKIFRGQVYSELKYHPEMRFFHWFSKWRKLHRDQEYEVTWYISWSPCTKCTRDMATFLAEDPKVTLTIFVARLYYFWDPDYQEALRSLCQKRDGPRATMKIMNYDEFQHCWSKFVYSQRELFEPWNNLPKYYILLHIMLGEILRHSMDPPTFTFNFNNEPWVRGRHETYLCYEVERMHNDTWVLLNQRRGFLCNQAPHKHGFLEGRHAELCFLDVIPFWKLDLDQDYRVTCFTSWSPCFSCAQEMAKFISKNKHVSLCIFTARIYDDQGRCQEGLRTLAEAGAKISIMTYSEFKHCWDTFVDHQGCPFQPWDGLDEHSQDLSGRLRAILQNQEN
beta cell repl = inducers of MIN6 beta-cell proliferation, primary screen, ATP luminescence, uHTS. MIN6 cells proliferation, ATPlite luminescence, 48 h; cells starved in 0.2% serum; 100% = growth in 10% serum. 0.29% of 330,000 active. AID 2380, 2010. proliferation, % at 10 µM;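 active = compounds whose signal lies at least 3.5 SD above the mean of all wells on their plate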;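 also: 0% = DMSO-treated cells in low-serum medium and 100% = 10% serum control; some compounds called inactive have numbers as strong as hits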
hIAP inh = human IAP inhibitors, primary screen, biochemical, luminescence, uHTS. Intestinal-type alkaline phosphatase (Homo sapiens), P09923. purified IAP, CDP-Star luminescence, 30 min. inhibition, % at 10 µM. 0.12% of 330,000 active. AID 2544, 2010;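 active = inhibition reaching a set limit with compound at 10 µM in the primary screen, cut at about 35% in these data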;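 also: plate controls were DMSO wells with enzyme for no effect and no-enzyme buffer wells for full effect; values of inactives mirror those of a sister screen read the other way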
Target sequence (P09923 whole entry, looked up): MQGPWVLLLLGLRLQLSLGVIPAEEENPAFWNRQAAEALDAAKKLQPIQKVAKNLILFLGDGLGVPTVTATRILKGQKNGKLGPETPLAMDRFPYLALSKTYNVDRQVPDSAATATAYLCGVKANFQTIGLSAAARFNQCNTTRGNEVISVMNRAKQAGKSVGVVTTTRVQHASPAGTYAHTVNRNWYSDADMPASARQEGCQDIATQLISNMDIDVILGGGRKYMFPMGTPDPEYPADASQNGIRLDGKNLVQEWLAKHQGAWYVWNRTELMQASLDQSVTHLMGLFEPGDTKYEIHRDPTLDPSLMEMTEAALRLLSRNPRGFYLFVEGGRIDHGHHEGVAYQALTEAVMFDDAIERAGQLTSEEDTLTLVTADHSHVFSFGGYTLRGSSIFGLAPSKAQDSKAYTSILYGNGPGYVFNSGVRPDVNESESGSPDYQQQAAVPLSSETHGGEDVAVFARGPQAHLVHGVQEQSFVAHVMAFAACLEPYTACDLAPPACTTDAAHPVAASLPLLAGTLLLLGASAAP
tim10-1 inh = growth inhibitors of tim10-1 mutant yeast, primary screen, luminescence, uHTS; S. cerevisiae tim10-1 ts strain growth, BacTiter-Glo, 24 h; inhibition, % at 20 µM; 2.2% of 330,000 active;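 active = inhibition of at least 40%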;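 also: mutant grown at 25 °C; 0% = DMSO wells with yeast and 100% = wells holding no yeast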
TIM10 inh = growth inhibitors of isogenic TIM10 control yeast, primary screen, counter-screen for tim10-1 yeast inhibitor project, luminescence, uHTS | S. cerevisiae TIM10 strain growth, BacTiter-Glo luminescence, 24 h | inhibition, % at 10 µM | 1.4% of 330,000 active;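 active = inhibition of 40% or more at the single tested concentration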;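 also: wild-type TIM10 isogenic control strain grown at permissive 25 °C; 0% = DMSO yeast wells and 100% = minimal medium wells without yeast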
A3A deaminase = APOBEC3A ssDNA deaminase inhibitors, primary screen, selectivity assay for APOBEC3G inhibitor project, biochemical, FAM/TAMRA oligo cleavage fluorescence; inhibition, % at 20 µM; 0.41% of 330,000 active; DNA dC->dU-editing enzyme APOBEC-3A (Homo sapiens), P31941; AID 493011, 2011; recombinant A3A, FAM/TAMRA ssDNA deamination fluorescence;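 active = at least 40% inhibition at 20 µM here, with at most 30% in a related deaminase screen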;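 also: plate controls were A3A with DMSO for no effect and wells lacking A3A enzyme for full effect; some results filed as inactive read as strong as hits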
Target sequence (P31941 whole entry, looked up): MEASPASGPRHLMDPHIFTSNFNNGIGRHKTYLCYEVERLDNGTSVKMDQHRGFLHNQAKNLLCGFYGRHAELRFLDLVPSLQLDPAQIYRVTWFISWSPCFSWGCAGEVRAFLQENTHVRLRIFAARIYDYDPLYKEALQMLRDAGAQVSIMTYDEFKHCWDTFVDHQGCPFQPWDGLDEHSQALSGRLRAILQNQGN
Starred values were filed as active, the others as inactive. Random draw from the library; any-hit rate near 4.6%.

Every second line gives: mIAP act, NALP3 yeast inh, mIAP block, A3G deaminase, beta cell repl, hIAP inh, tim10-1 inh, TIM10 inh, A3A deaminase
> Cc1cccc(C)c1NC(=O)CN(C)CC(=O)Nc1cc(Cl)ccc1C#N
→ 1.1, 5, -10, 2, 0, -55, 14, 9, 2
> NC(=O)c1ccsc1NC(=O)COC(=O)c1ccccc1F
→ 0.95, 2, 5, -5, 3, -24, 25, 9, 4
> CCCCN1CNC(=S)N(c2ccccc2OCC)C1
→ 1.1, 3, -7, 2, 5, -12, 5, 8, 4
> Nc1cc(=O)[nH]c(SCC(=O)NNC(=O)c2ccccc2)n1
→ 0.81, 16, 19, -5, -3, -24, -2, 8, -2
> C[C@H]1CN([C@@H](C)CO)C(=O)c2cccc(NS(=O)(=O)c3ccc(F)cc3)c2O[C@H]1CN(C)S(=O)(=O)c1cn(C)cn1
→ 0.95, 6, 5, -6, -4, -4, 8, -3, -4
> CCn1c(COC(=O)CNC(=O)c2cc(OC)c(OC)c(OC)c2)nc2cc(S(=O)(=O)N(C)C)ccc21
→ 1, 16, -4, -10, -3, -14, -21, -9, -1
> Cc1ccc(NC(=O)c2cc(-c3ccccc3O)n[nH]2)cc1Cl
→ 1.1, 15, -13, 0, 4, -56, 7, -21, 1
> O=C(NCc1ccco1)c1nn2c(C(F)(F)F)cc(-c3cccs3)nc2c1Cl
→ 0.88, 4, 12, 5, -4, 16, 0, 2, 5
> Cn1cc(/C=C(\C#N)C(=O)Nc2cccc([N+](=O)[O-])c2)c2ccccc21
→ 0.83, 0, 17, 3, -6, 12, -31, 2, 4
> C/C=C(\C)C(=O)NCCN1C2=NC[C@H](Cc3ccc(O)cc3)N2C[C@@H]1Cc1ccc(OC)cc1
→ 1, 7, -3, 2, 0, -2, -7, 0, 1
> CN(C)c1oc(/C=C/c2ccccc2)nc1C#N
→ 1.2, 54*, -20, 2, -3, -10, -1, 15, 0
> COc1ccc(NC(=O)CSc2nc3ccccc3c(=O)n2C)cc1
→ 0.98, 21, 2, -7, 3, -2, -10, -11, -7
> CCC(CC)C(=O)Nc1ccc(C)c(O)c1
→ 1, 6, 0, -5, -3, 14, -2, -1, -3
> O=C(/C=C/c1ccc(F)cc1)NC(=S)Nc1ccccc1C(=O)NC1CCCCC1
→ 0.9, -25, 10, 18, -2, -19, 25, -10, 5
> COc1ccccc1NC(=O)NCCN1CCNC1=O
→ 1, 14, -3, -4, 1, -2, 7, 19, -2
> O=c1[nH]c2ccc(NC(=S)Nc3ccc(Cl)cc3)cc2[nH]1
→ 1, 11, -1, 9, -4, -26, 23, 9, -5
> O=C(CCC1CCCN(Cc2cccc(Cl)c2)C1)NCc1ccccc1F (stereo not given)
→ 1.1, 7, -6, -5, -3, -24, 7, -9, 1
> O=C(CC(=O)c1ccccc1)Nc1ccc(Cl)cc1
→ 0.97, 16, 3, -6, -6, -3, 6, 10, 0
> CNC[C@H](NC[C@@H](NCCCc1ccccc1)c1ccccc1)[C@H](C)O
→ 0.98, 14, 2, -7, -8, -16, -24, 4, 0
> COc1ccc(N(C(=O)COc2ccccc2OC)S(=O)(=O)c2ccc(C)cc2)cc1
→ 1, 26, 0, -7, -1, 7, 37, 29, -4
> N#C/C(=C/c1ccccc1)C(=O)OCC(=O)Nc1ccccc1[N+](=O)[O-]
→ 0.83, 13, 17, -7, -6, 5, 4, -1, -5
> CN(C)C(CNC(=O)c1cc(S(=O)(=O)N2CCOCC2)ccc1F)c1cccs1 (stereo not given)
→ 1, 9, -5, -5, -2, 3, 10, 5, -6
> CC1=C(C(=O)Nc2cc(-c3cccc(F)c3)[nH]n2)C2(CCCCC2)OC1=O
→ 0.95, 10, 4, 2, -3, -4, 8, 6, 15
> COCCn1c(-c2ccc(F)cc2)nc2cccnc21
→ 1, 5, -3, -3, -2, -10, -3, -3, -6
> O=C(CN1C(=O)NC2(CCc3ccccc3C2)C1=O)NCC(F)(F)F (stereo not given)
→ 0.94, 12, 6, 0, -2, 4, 1, 6, 23
> O=C(O)CNC(=O)c1ccccc1Br
→ 1, 0, -1, -4, -2, -9, 3, 11, -2
> CCCNC(=O)N1CCCC(C(N)=O)C1 (stereo not given)
→ 1.2, -1, -21, 0, -4, -23, 15, 7, -10
> Cc1ccc(-n2ncc3c2CC(C)(C)CC3NC(=O)CCc2ccc(=O)[nH]n2)cc1 (stereo not given)
→ 0.95, 5, 5, -1, 0, -15, -15, 6, -3
> O=C(Cn1c(NCCCO)nc2ccccc21)c1ccco1
→ 1.1, 16, -6, 0, -3, -14, -13, -5, 1
> COc1cccc(CNC(=O)CSc2nnc3c(n2)[nH]c2ccc(OC)cc23)c1
→ 0.92, 9, 8, -9, -1, 11, -2, -6, 2

Quoted from the listing.
CCCCN1CNC(=S)N(c2ccccc2OCC)C1 in A3A deaminase reads 4
CNC[C@H](NC[C@@H](NCCCc1ccccc1)c1ccccc1)[C@H](C)O in mIAP act reads 0.98

Remaining list, next part:
Every second line gives: mIAP act, NALP3 yeast inh, mIAP block, A3G deaminase, beta cell repl, hIAP inh, tim10-1 inh, TIM10 inh, A3A deaminase
> COC(=O)C1=C(C)NC(=O)C1(NC(=O)CN1CCCC1=O)C(F)(F)F (stereo not given)
→ 1, -3, -2, -8, -2, 2, -3, 7, -3
> O=C(NCCc1c[nH]c2ccccc12)c1ccccc1
→ 1.1, 17, -14, 13, -2, 0, -18, -1, -2
> COc1cccc(N2C(N)=NC(N)=NC2(C)C)c1
→ 1.1, -6, -13, -2, 2, -5, -16, 2, 2
> COc1ccc(CNC(=O)CN(c2cccc([N+](=O)[O-])c2)S(C)(=O)=O)cc1
→ 1, 9, -5, -8, 1, 7, -7, 4, 1
> Cc1cc(-c2nnc(SCC(=O)Nc3ccc(Cl)cn3)n2N)n[nH]1
→ 1, 5, -3, -3, -3, 12, -14, -3, 2
> Cc1ccc(OC(=O)c2ccncc2)c(C)c1
→ 1.1, 12, -6, -4, -2, 6, 8, 2, -2
> O=C(N/N=C/c1ccncc1)c1ccccn1
→ 1.1, 6, -9, -5, -5, -12, 12, 6, 0
> O=C(Nn1c(-c2ccccc2)nc2ccccc2c1=O)c1ccc([N+](=O)[O-])cc1
→ 0.98, 8, 2, -7, 0, -10, 22, -11, -4
> CCc1n[nH]c(=S)n1/N=C/c1cc(OC)cc([N+](=O)[O-])c1O
→ 0.82, 15, 18, 14, 2, 22, 38, 22, 1
> CC(Sc1nc(-c2ccccc2)cc(C(F)(F)F)n1)C(=O)Nc1ccc2c(c1)OCO2 (stereo not given)
→ 0.95, 12, 5, -1, -3, 11, 16, -4, 0
> Cc1ccccc1NC(=S)NCc1ccc2[nH]c3c(c2c1)CCCC3
→ 1.3, 23, -29, -8, -6, 16, 49*, 47*, -7
> Cc1cc2oc(C(=O)Nc3cccnc3)c(C)c2cc1C
→ 0.88, 17, 12, -10, -1, 6, 13, -3, -4
> NC(=O)c1ccc(NC(=O)COC(=O)CCC2CCCCC2)cc1
→ 1.1, -8, -12, -6, -2, 2, -6, 25, -3
> COCCNC(=O)C(=O)N/N=C/c1cccs1
→ 1, 12, 0, -8, -1, 3, 2, 12, -2
> CC(=O)N(CCCN(C)C)CCC(C)CCC=C(C)C (stereo not given)
→ 0.97, -2, 3, -8, -3, -1, 11, 14, -5
> CCOC(=O)c1cc(-c2ccccc2C)nn1CC1CC(c2ccc(OC)cc2)=NO1 (stereo not given)
→ 0.93, 19, 7, -6, -5, 9, 14, -4, 0
> Cc1ccc(C(=O)OCC(=O)Nc2ccc(Cl)cn2)s1
→ 1.1, 12, -5, -8, 3, -2, 17, 12, -3
> O=C(NC12CC3CC(CC(C3)C1)C2)c1ccc([N+](=O)[O-])o1
→ 0.99, 33, 0, -9, -2, 14, 57*, 34, -3
> CCOC(=O)N1CCN(C(=O)CCCn2nc(C)c3sc4ccccc4c3c2=O)CC1
→ 0.93, -3, 7, -4, 1, 0, 5, 13, 1
> COC(=O)[C@H](Cc1ccc(O)cc1)NC(=O)Cn1cnc2c(SC)nc(N)nc21
→ 1, 0, -4, -5, -1, 4, -16, 4, -4
> COc1ccc(-n2c(C)cc(C)c(C(C)=O)c2=S)cc1
→ 1, 6, -4, 1, -1, 1, 20, 7, -3
> CC(=O)N1CCN(C(=O)COc2ccccc2C(=O)Nc2ccccc2)CC1
→ 1, -14, 0, -6, -2, 1, 2, -5, -1
> Cc1cccc(C)c1N1C(=O)CC(N2CCSCC2)C1=O (stereo not given)
→ 0.92, 17, 8, -11, 0, 7, 1, 6, -5
> COc1ccccc1N1CCN(C(=O)c2ccc(CSc3ccccc3)cc2)CC1
→ 1, 8, 0, -7, -5, 8, 40*, 28, 1
> CCCNC(=O)N(C)c1nncnc1C(=O)NC
→ 1, -17, -4, -2, 0, 8, 4, 12, -1
> COc1ccc(C(=O)NNC(=O)Nc2ccc(Cl)cc2)cc1
→ 0.97, 38, 3, -8, -1, -40, -17, -35, -4
> CCC(=O)NCCc1nc2cc(NC(=O)c3ccccc3Cl)ccc2n1C
→ 0.95, 11, 5, -9, -3, 5, -5, 17, -2
> COC(=O)C(C)(C)NC(=O)c1cccs1
→ 1.1, -5, -6, -2, 1, -2, -28, 5, 0
> Cc1noc(C)c1CN1C(=O)c2ccc([N+](=O)[O-])cc2C1=O
→ 0.99, -16, 1, -9, 2, 6, 0, 18, -3
> COc1ccc(N2CC(C(=O)NCc3ccccc3)CC2=O)cc1 (stereo not given)
→ 0.92, 1, 8, -7, 0, 1, -2, 3, -2

Compound profiles, from the list above. Screens in order: mIAP act, NALP3 yeast inh, mIAP block, A3G deaminase, beta cell repl, hIAP inh, tim10-1 inh, TIM10 inh, A3A deaminase
`CCOC(=O)c1cc(-c2ccccc2C)nn1CC1CC(c2ccc(OC)cc2)=NO1` (stereo not given) reads 0.93, 19, 7, -6, -5, 9, 14, -4, 0
`Cc1ccc(NC(=O)c2cc(-c3ccccc3O)n[nH]2)cc1Cl` reads 1.1, 15, -13, 0, 4, -56, 7, -21, 1

Gathered by group: those above containing a CF3 group.
Every second line gives: mIAP act, NALP3 yeast inh, mIAP block, A3G deaminase, beta cell repl, hIAP inh, tim10-1 inh, TIM10 inh, A3A deaminase
> O=C(NCc1ccco1)c1nn2c(C(F)(F)F)cc(-c3cccs3)nc2c1Cl
→ 0.88, 4, 12, 5, -4, 16, 0, 2, 5
> O=C(CN1C(=O)NC2(CCc3ccccc3C2)C1=O)NCC(F)(F)F (stereo not given)
→ 0.94, 12, 6, 0, -2, 4, 1, 6, 23
> COC(=O)C1=C(C)NC(=O)C1(NC(=O)CN1CCCC1=O)C(F)(F)F (stereo not given)
→ 1, -3, -2, -8, -2, 2, -3, 7, -3
> CC(Sc1nc(-c2ccccc2)cc(C(F)(F)F)n1)C(=O)Nc1ccc2c(c1)OCO2 (stereo not given)
→ 0.95, 12, 5, -1, -3, 11, 16, -4, 0
